# Screens deposited in PubChem by several laboratories.
# UBC9 SUMO inh: inhibitors of human SUMOylation (UBC9); P63279; HTRF SUMOylation assay, SAE1/SAE2 + UBC9, in vitro; 290,000 compounds, 0.36% hits; AID 2006; inhibition, % at 35 µM; in the data active = inhibition above about 50%, passing the limit was not always enough; note: strong numbers were not always called active
# Target sequence (P63279 whole entry, looked up): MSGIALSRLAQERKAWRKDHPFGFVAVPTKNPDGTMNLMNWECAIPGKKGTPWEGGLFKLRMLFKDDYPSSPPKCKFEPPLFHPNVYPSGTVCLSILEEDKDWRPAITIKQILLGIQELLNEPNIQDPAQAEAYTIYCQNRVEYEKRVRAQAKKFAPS
# CRFR2-BP ag: CRF-BP/CRF-R2 complex agonism | HEK293 CRF-R2/CRF-BP, calcium dye fluorescence (FLIPR); percent of saturating CRF peptide response | 350,000 compounds, 0.46% hits | AID 588473 | activation, % at 13.2 µM;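 active = activation of at least 50%, plus an integration ratio under a set limit after plate pattern correction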;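 note: plate controls were neutral control wells without compound for no effect and CRF at EC100 for full effect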
# GalR3 antag: human GalR3 antagonism; inhibition, % at 3 µM; HEK293 GalR3-CNG cAMP membrane potential fluorescence; galR3 body fused to GalR1 C-terminus; O60755; 360,000 compounds, 0.44% hits;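 active = inhibition above the screen-wide average plus 3 SD, cut at about 13% in these data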;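 note: forskolin and galanin both at EC90 stimulate the cells; cAMP rise reported by CNG channel membrane potential dye signal; 0% = forskolin plus galanin with DMSO and 100% = forskolin alone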
# Target sequence (O60755 1-299 limits assumed): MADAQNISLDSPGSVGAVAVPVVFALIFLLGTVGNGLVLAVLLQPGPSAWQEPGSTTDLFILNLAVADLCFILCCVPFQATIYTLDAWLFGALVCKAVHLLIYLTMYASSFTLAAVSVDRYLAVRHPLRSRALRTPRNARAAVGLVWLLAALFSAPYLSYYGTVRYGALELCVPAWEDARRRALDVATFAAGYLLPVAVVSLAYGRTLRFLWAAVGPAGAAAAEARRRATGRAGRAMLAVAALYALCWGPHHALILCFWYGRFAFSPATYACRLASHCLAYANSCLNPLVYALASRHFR
# CRFR2-BP antag: CRF-BP/CRF-R2 complex antagonism; HEK293 CRF-R2/CRF-BP, CRF-induced calcium fluorescence; inhibition, % at 11.8 µM; 350,000 compounds, 0.59% hits; AID 588475;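 active = inhibition of the ligand-induced calcium signal above about 50% at the single tested concentration, limit read from the data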
# MEKK3 PB1 HTS: raises or lowers MEK5 binding to the human MEKK3 PB1 domain; Q99759; bead-based flow cytometry, Alexa488-MEK5 binding to MEKK3; actives lie on both sides; 0 = blocked by unlabeled MEK5, 100 = vehicle; binding response (% of control), % at 10 µM; 290,000 compounds, 1.4% hits; AID 1529;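 active = binding response more than 3 SD above or below the average of its plate-row segment, actives on both sides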;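 note: Alexa488 bead fluorescence after subtracting the streptavidin-only scavenger bead signal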
# Target sequence (Q99759 whole entry, looked up, the tested form may be a part): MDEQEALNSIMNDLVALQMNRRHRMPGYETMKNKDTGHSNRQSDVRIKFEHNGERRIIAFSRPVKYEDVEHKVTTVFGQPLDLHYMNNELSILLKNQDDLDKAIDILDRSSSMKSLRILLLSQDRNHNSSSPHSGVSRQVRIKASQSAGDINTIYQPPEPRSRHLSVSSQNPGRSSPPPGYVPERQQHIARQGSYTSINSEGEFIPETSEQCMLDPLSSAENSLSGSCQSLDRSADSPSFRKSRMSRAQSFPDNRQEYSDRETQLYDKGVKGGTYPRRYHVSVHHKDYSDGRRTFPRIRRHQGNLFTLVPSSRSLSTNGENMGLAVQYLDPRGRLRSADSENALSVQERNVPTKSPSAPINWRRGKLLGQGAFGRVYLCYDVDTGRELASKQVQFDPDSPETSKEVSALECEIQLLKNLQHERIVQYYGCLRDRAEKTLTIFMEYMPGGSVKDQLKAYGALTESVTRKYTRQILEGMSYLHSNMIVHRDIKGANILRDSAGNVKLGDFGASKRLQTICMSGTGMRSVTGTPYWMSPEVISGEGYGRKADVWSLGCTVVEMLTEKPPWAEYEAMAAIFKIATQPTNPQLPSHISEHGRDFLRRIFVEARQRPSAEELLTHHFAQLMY
# MEKK2wt PB1 HTS: raises or lowers MEK5 binding to wildtype human MEKK2 PB1 domain; Q9Y2U5; AID 1531; binding response (% of control), % at 10 µM; bead flow cytometry, Alexa488-MEK5 binding to MEKK2 WT; actives lie on both sides; 290,000 compounds, 1.1% hits; in the data active = binding response below about 67% or above about 130%
# MEKK2 mut-MEK5: signal of MEK5 binding to mutant human MEKK2 PB1 domain | percent response, % at 10 µM | bead flow cytometry, Alexa488-MEK5 binding to MEKK2 mutant | 290,000 compounds, 0.35% hits; in the data active = percent response above about 24%, passing the limit was not always enough; note: inactives centre near 1; some results filed as inactive read as strong as hits
# NS3 helicase inh: HCV NS3 helicase inhibition; inhibition, % at 10.9 µM; 290,000 compounds, 0.56% hits; NS3 helicase DNA unwinding, Cy5 molecular beacon fluorescence;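 active = inhibition above the mean of all tested compounds plus 3 SD, set per campaign, cut at about 35% in these data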;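 note: 0% = DMSO wells and 100% = thioflavine S control wells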
#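 System: Hepatitis C virus NS3 helicase domain fragment enzyme | Reagent: Annealed dual-labelled DNA beacon duplex, ATP-started | Compound dosing: 10.9 µM single point, 0.8% DMSO | Incubation: 1 h reaction at 25 °C, ATP-initiated | Technique: Cy5 fluorescence | Evaluation: Percent inhibition from t60/t0 fluorescence ratio | Benchmarks: Low DMSO, high thioflavine S at 110 µM | Replication: Singlicate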
# FID counter: fluorescent intercalator displacement, NS3 helicase counter-screen. DNA fluorescent intercalator displacement, fluorescence. inhibition, % at 7.9 µM. 290,000 compounds, 0.17% hits. AID 1845; in the data active = inhibition above about 37%;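 note: 0% = vehicle and 100% = reference compound; higher means more ethidium bromide displaced from hairpin DNA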
# * hit, by the source's call; x = no result given. Some of the compounds tested. The share of hits here may be higher or lower than overall.
SMILES,UBC9 SUMO inh,CRFR2-BP ag,GalR3 antag,CRFR2-BP antag,MEKK3 PB1 HTS,MEKK2wt PB1 HTS,MEKK2 mut-MEK5,NS3 helicase inh,FID counter
O=C1C2C3CCCC3=C3CCCC3C2C(=O)N1c1ccc(Cl)cc1 (centres undefined),2,-2.2,-3,7,101,97,0,9,-8
CCn1c(O)c(C=Nc2ccccc2)oc1=S,13,3.1,1,-26,103,101,5,14,1
COc1cccc(NC(=O)C(OC(=O)c2ccccc2NS(=O)(=O)c2cccs2)c2ccccc2)c1 (centres undefined),-10,-0.2,-4,0,103,100,-1,-9,-2
COc1cccc(C2=NOC(C(=O)NCc3ccccn3)C2)c1 (centres undefined),22,-0.2,0,-15,96,96,1,7,-6
C/C(CC(=O)NC1CCCCCC1)=N\NC(=O)c1cnccn1,11,14,-2,-12,100,95,0,5,-13
COc1cccc(C(O)c2nccn2Cc2ccccc2)c1OC (centres undefined),5,0.0,-5,-4,106,108,14,-6,-8
Cn1c2c(c(=O)n(C)c1=O)CN(Cc1ccco1)CN2,0,2.8,-3,-3,101,100,3,6,-7
COCCn1cnnc1SCC(=O)Nc1cccc(S(=O)(=O)N(C)c2ccccc2)c1,8,-1.3,-5,-1,101,102,3,-2,-12
CC(C)CSc1nc2ccccc2[nH]1,5,-1.9,-6,17,99,99,-4,-8,1
CCSC(C)CC1C/C(=N/O)c2c(CC)noc2C1 (centres undefined),-12,-1.0,-9,22,99,103,2,-10,-10
Cc1c(CC(=O)O)c(=O)oc2c(C)c3occ(-c4ccc(Br)cc4)c3cc12,10,0.0,-9,-3,100,104,5,31,-10
CC(C)(C)NC(=O)C(c1cccs1)N(Cc1cccs1)C(=O)c1csnn1 (centres undefined),21,-3.0,-5,17,99,94,1,0,-18
CCN(C1CCCCC1)S(=O)(=O)c1ccc(S(=O)(=O)NCCc2ccncc2)cc1,24,0.9,-6,-2,103,103,9,8,-1
CCCCOc1ccc(C(=O)Nc2ccc(S(=O)(=O)Nc3cc(C)on3)cc2)cc1OC,18,0.8,3,-16,93,94,-5,9,-6
CCOc1ccc(NS(=O)(=O)c2ccc(C(=O)N(C)CCc3ccc(OC)c(OC)c3)cc2)cc1,6,3.1,-3,-21,103,107,6,-2,-50
COc1ccc(CN2CCC(n3nccc3NC(=O)c3ccc4c(c3)OCO4)CC2)cc1C,-18,0.8,-12,-2,100,117,7,-7,14
Cc1[nH]nc2c1C(CC(C)C)C(C#N)=C(N)O2 (centres undefined),21,2.1,-5,-1,104,97,7,3,-1
CCCCC(=O)Oc1ccccc1C1SCc2cc(C)c(C)cc2CS1,-4,15,2,-8,100,102,0,6,-2
O=C(NNC(=O)c1cccs1)c1ccccc1,2,0.4,-7,14,75,87,-8,2,4
Cc1ccccc1N=C1NN=C(c2ccccc2F)CS1,4,0.6,2,-22,100,106,11,4,-9

# Quoted from above for reference:
SMILES,UBC9 SUMO inh,CRFR2-BP ag,GalR3 antag,CRFR2-BP antag,MEKK3 PB1 HTS,MEKK2wt PB1 HTS,MEKK2 mut-MEK5,NS3 helicase inh,FID counter
CCOc1ccc(NS(=O)(=O)c2ccc(C(=O)N(C)CCc3ccc(OC)c(OC)c3)cc2)cc1,6,3.1,-3,-21,103,107,6,-2,-50
COc1ccc(CN2CCC(n3nccc3NC(=O)c3ccc4c(c3)OCO4)CC2)cc1C,-18,0.8,-12,-2,100,117,7,-7,14
Cc1[nH]nc2c1C(CC(C)C)C(C#N)=C(N)O2 (centres undefined),21,2.1,-5,-1,104,97,7,3,-1
CCCCC(=O)Oc1ccccc1C1SCc2cc(C)c(C)cc2CS1,-4,15,2,-8,100,102,0,6,-2
O=C(NNC(=O)c1cccs1)c1ccccc1,2,0.4,-7,14,75,87,-8,2,4
Cc1ccccc1N=C1NN=C(c2ccccc2F)CS1,4,0.6,2,-22,100,106,11,4,-9

# An excerpt from above in order of their number in UBC9 SUMO inh, lowest first:
smiles	UBC9 SUMO inh	CRFR2-BP ag	GalR3 antag	CRFR2-BP antag	MEKK3 PB1 HTS	MEKK2wt PB1 HTS	MEKK2 mut-MEK5	NS3 helicase inh
Cn1c2c(c(=O)n(C)c1=O)CN(Cc1ccco1)CN2	0	2.8	-3	-3	101	100	3	6
O=C(NNC(=O)c1cccs1)c1ccccc1	2	0.4	-7	14	75	87	-8	2
Cc1ccccc1N=C1NN=C(c2ccccc2F)CS1	4	0.6	2	-22	100	106	11	4
COc1cccc(C(O)c2nccn2Cc2ccccc2)c1OC (centres undefined)	5	0.0	-5	-4	106	108	14	-6
COCCn1cnnc1SCC(=O)Nc1cccc(S(=O)(=O)N(C)c2ccccc2)c1	8	-1.3	-5	-1	101	102	3	-2
CCCCOc1ccc(C(=O)Nc2ccc(S(=O)(=O)Nc3cc(C)on3)cc2)cc1OC	18	0.8	3	-16	93	94	-5	9
CCN(C1CCCCC1)S(=O)(=O)c1ccc(S(=O)(=O)NCCc2ccncc2)cc1	24	0.9	-6	-2	103	103	9	8

# New compounds follow
SMILES,UBC9 SUMO inh,CRFR2-BP ag,GalR3 antag,CRFR2-BP antag,MEKK3 PB1 HTS,MEKK2wt PB1 HTS,MEKK2 mut-MEK5,NS3 helicase inh,FID counter
COc1ccccc1C(=O)C1CCCN(C(=O)c2cccnc2SC)C1 (centres undefined),-13,-0.3,-1,-5,128*,632*,541*,-6,-5
COC(=O)C1CCN(C(=O)COC(=O)CC(NC(C)=O)c2ccccc2)CC1 (centres undefined),9,-0.7,-1,17,99,94,-2,6,-5
CN(C)/C=C1\C(=O)N(c2ccc([N+](=O)[O-])cc2)N=C1c1ccccc1,11,18,-4,3,106,109,6,40*,-11
CC(=O)Nc1ccc(Oc2nc(-c3ccccn3)nc3ccccc23)cc1,-2,-0.6,-2,-7,98,100,5,3,1
O=C(O)c1cccc2c1C(=O)N(C1CCCCC1)C2,8,0.1,x,-17,110,108,10,8,-2
Cn1c(=O)c2c(SCC(=O)N3CCOCC3)nc(C3CCCCC3)nc2n(C)c1=O,-2,x,x,x,99,99,0,8,-3
CN(c1ccccc1)S(=O)(=O)c1ccc(Cl)c(C(=O)NC2=NCCS2)c1,17,-2.0,-4,6,102,97,-10,2,-4
CC(=O)Nc1ccc(-c2cn3c(n2)SCC3)cc1,-7,2.6,-9,5,95,99,-2,0,-2
O=C(NCCn1c(-c2ccncc2)nc2ccccc21)[C@H]1CCCN1c1nc(CN2CCCCC2)cs1,12,3.5,-6,-2,105,102,-3,-17,-4
CCC(=O)Nc1sc2c(c1C#N)CCC2,9,-3.6,3,3,101,93,-12,7,-7
COc1ccc(CCNC(=O)Cn2ccc3cc(S(=O)(=O)N4CCCC4)ccc32)cc1OC,2,0.2,-3,1,100,104,3,7,-40
CCc1ccc(CN(C)C(=O)C2CCC(=O)N(CCCN3CCCC3=O)C2)cc1 (centres undefined),14,1.6,3,5,99,98,3,1,-23
Cc1ccc(S(=O)(=O)Nc2ccccc2C(=O)N2CCOCC2)cc1,-1,3.3,-2,-3,101,102,3,12,-17
COc1ccc(OC)c(NC(=O)c2ccccc2N(C)S(=O)(=O)c2ccc(C)cc2)c1,-1,-1.1,-10,2,107,108,8,-13,-31
CCOC(=O)c1ccccc1NC(=O)c1c(F)c(F)c(F)c(F)c1F,-4,-1.2,2,-45,107,97,0,-10,1
O=C(CSc1nnc(-c2ccco2)o1)N1CCN(c2ccccc2)CC1,0,0.8,5,-10,136*,122,5,-4,-18
CCCS(=O)(=O)NCc1cn2cccc(C)c2n1,12,-0.3,-8,4,92,95,1,7,-3
CCc1ccc(-n2nnnc2SCC(=O)NNC(=O)c2ccco2)cc1,16,0.8,-7,1,104,102,1,9,-8
NC(=O)c1nsc(C(=O)N(CCCN2CCOCC2)C(C(=O)NC2CCCCC2)c2ccc(Cl)cc2)c1N (centres undefined),6,-0.7,-9,7,99,101,-1,14,-15
COc1ccc(CNC(=O)COC(=O)/C=C/c2ccc(Cl)cc2)cc1,26,-4.6,7,1,100,98,1,5,-3

# Printed as active in MEKK2wt PB1 HTS, of those listed so far:
Molecule | UBC9 SUMO inh | CRFR2-BP ag | GalR3 antag | CRFR2-BP antag | MEKK3 PB1 HTS | MEKK2wt PB1 HTS | MEKK2 mut-MEK5 | NS3 helicase inh
COc1ccccc1C(=O)C1CCCN(C(=O)c2cccnc2SC)C1 (centres undefined) | -13 | -0.3 | -1 | -5 | 128* | 632* | 541* | -6

# Next records
SMILES,UBC9 SUMO inh,CRFR2-BP ag,GalR3 antag,CRFR2-BP antag,MEKK3 PB1 HTS,MEKK2wt PB1 HTS,MEKK2 mut-MEK5,NS3 helicase inh,FID counter
CN(C)CC#CCOC(c1ccccc1)c1ccccc1,-13,-1.1,-6,-12,100,98,-5,-4,12
COc1ccc(N2C(=O)C3CCCN3C2c2cccc(OC)c2OC)cc1 (centres undefined),1,-1.3,4,1,95,98,-1,2,-10
CCOc1ccc(C(=O)Nc2cccc(C(=O)O)c2)cc1Cl,19,3.5,10,-8,104,100,0,4,-6
CCCCc1nc(SCCN2CCOCC2)c2c(=O)n(C)c(=O)n(C)c2n1,-1,-2.2,1,-12,101,100,2,-2,-2
O=C1C(Nc2ccccc2)=C/C(=N/S(=O)(=O)c2cccs2)c2ccccc21,49,-2.7,x,10,93,90,-2,6,6
CSc1oc(-c2ccco2)nc1S(=O)(=O)c1ccc(F)cc1,-16,1.9,x,-29,114,119,12,3,-2
CCC(C)c1ccccc1OCCCNC1CCCC1 (centres undefined),9,-0.9,-15,-32,107,116,18,5,20
FC(F)(F)c1cc(Oc2ccc(Cl)cc2)nc(-c2ccccn2)n1,22,-0.8,-3,-12,101,103,5,-9,-2
NS(=O)(=O)c1ccc(-n2nncc2-c2ccco2)cc1,18,-4.0,7,-1,96,96,-12,9,-7
O=C(Nn1c(-c2ccc(Br)cc2)nc2ccccc2c1=O)c1ccc([N+](=O)[O-])cc1,3,-3.2,-4,-41,117,110,0,-4,7
CCOC(=O)c1c(NC(=O)C2=C(C)NC(=S)NC2c2ccc(C)cc2)sc(C)c1C (centres undefined),-18,-1.1,1,-3,85,87,-17,-17,-1
CC(=O)N1c2ccc(S(=O)(=O)N3CCC(C(=O)Nc4ccccn4)CC3)cc2CC1C (centres undefined),7,-0.6,-7,3,105,109,5,-1,-35
O=C(NCC1CCCCC1)c1cc([N+](=O)[O-])ccc1N1CCOCC1,13,0.2,-5,-1,95,89,-8,1,-10
CCCCCC(=O)N/N=C(\C)c1ccc(NC(=O)c2ccco2)cc1,20,-1.3,5,-3,x,x,x,-1,-7
c1csc(-c2nc(CN3CCSCC3)cs2)c1,11,-0.3,-5,3,94,96,-18,-2,-4
CC(C)(C)c1ccc(OCCN2CCCC2)cc1,2,-0.8,-5,-13,103,103,2,-10,7

# Some of the entries so far, as labelled records:
CCCCCC(=O)N/N=C(\C)c1ccc(NC(=O)c2ccco2)cc1
  UBC9 SUMO inh: 20 | CRFR2-BP ag: -1.3 | GalR3 antag: 5 | CRFR2-BP antag: -3 | MEKK3 PB1 HTS: x | MEKK2wt PB1 HTS: x | MEKK2 mut-MEK5: x | NS3 helicase inh: -1 | FID counter: -7

c1csc(-c2nc(CN3CCSCC3)cs2)c1
  UBC9 SUMO inh: 11 | CRFR2-BP ag: -0.3 | GalR3 antag: -5 | CRFR2-BP antag: 3 | MEKK3 PB1 HTS: 94 | MEKK2wt PB1 HTS: 96 | MEKK2 mut-MEK5: -18 | NS3 helicase inh: -2 | FID counter: -4
